# Screens: PubChem BioAssay, The Scripps Research Institute Molecular Screening Center
# SRC3 TRFRET art – TR-FRET detection interference compounds, artefact control for PPARgamma SRC-3 recruitment agonists, biochemical, TR-FRET ratio. TR-FRET artefact counter-screen, PPARgamma/SRC-3 format; stronger effect = higher value. TR-FRET ratio at 8 µM. hit rate 0.39% among 99,000; in the data active = TR-FRET ratio above about 2000; also: inactives centre near 1600
# SRC1 TRFRET art – TR-FRET detection interference compounds, primary screen, artefact control for PPARgamma SRC-1 recruitment agonists, biochemical, TR-FRET emission ratio. TR-FRET detection artefact counter-screen; stronger effect = higher value. TR-FRET ratio at 8 µM. hit rate 0.34% among 99,000. AID 1051, 2008; in the data active = TR-FRET ratio above about 2300; also: inactives centre near 1800
# Numbers without * were called inactive.
SMILES,SRC3 TRFRET art,SRC1 TRFRET art
CCOc1ccc(OCc2ccc(C(=O)N/N=C(\C)c3ccccn3)cc2)cc1,1506,2085
CCCCC(=O)Nc1ccc(S(=O)(=O)Nc2nccc(C)n2)cc1,1413,1914
COC(=O)c1sc2ccccc2c1NC(=O)c1ccc(S(=O)(=O)N2CCCCC2)cc1,1522,1667
NC(=O)c1cc([N+](=O)[O-])ccc1N1CCCCC1,1562,1910
Cc1ccsc1/C=N/NS(=O)(=O)c1ccc([N+](=O)[O-])cc1,1656,2119
O=C(OCCN1C(=O)c2cccc3c(N4CCOCC4)ccc(c23)C1=O)c1ccc(Cl)cc1,1600,1601
Clc1nnc2ccc(-c3ccccc3)nn12,1657,1774
CC(=O)c1c(C)oc2ccc(N(C(C)=O)S(=O)(=O)c3cccc([N+](=O)[O-])c3)cc12,1576,1623
CCCCCOc1ccc(CSC2=NCCN2)cc1[N+](=O)[O-],1412,1794
COc1ccc([N+](=O)[O-])cc1NC(=O)c1ccc(-n2nc(C)cc2C)cc1,1551,1697

# Single records, from the list above:
# CCCCCOc1ccc(CSC2=NCCN2)cc1[N+](=O)[O-] reads SRC3 TRFRET art: 1412; SRC1 TRFRET art: 1794
# NC(=O)c1cc([N+](=O)[O-])ccc1N1CCCCC1 reads SRC3 TRFRET art: 1562; SRC1 TRFRET art: 1910

# (cont.)
SMILES,SRC3 TRFRET art,SRC1 TRFRET art
NC(=O)COC(=O)c1c2c(nc3ccccc13)CCCCC2,1400,1659
CC(C)OCC1CC(CC(=O)Nc2ccc([N+](=O)[O-])cc2)C(=O)O1 (stereo unspecified),1713,1827
COC(=O)CCCC(=O)Nc1ccc(Br)cc1,1549,1732
O=C(O)Cn1c(CCS(=O)(=O)c2ccc(Br)cc2)nc2ccccc21,1381,1978
Cc1ccc2[nH]c(=O)cc(C(=O)OC(C)C)c2c1,1514,1996
C=CCN(Cc1nc(-c2cc(OC)ccc2OC)oc1C)C1CCS(=O)(=O)C1 (stereo unspecified),1566,1604
O=C(Nc1cc(S(=O)(=O)N2CCCCC2)ccc1O)c1ccccc1NS(=O)(=O)c1ccc(F)c(F)c1,1587,1652
O=C(N/N=C/c1cn(-c2ccccc2)nc1-c1cc2ccccc2o1)c1ccncc1,1662,1789
O=C(CSc1nc2ccsc2c(=O)n1Cc1ccc(C(=O)O)cc1)NCc1ccco1,1437,1851
COc1ccc2c(c1OC)C(=O)N1N=C(c3ccc(-c4ccccc4)cc3)CC21 (stereo unspecified),1504,1824
COc1cccc(OC)c1OCCOc1ccc(C(=O)c2ccccc2)cc1,1555,1695
CCn1c(CC(=O)Nc2ccc(Cl)c(Cl)c2)nnc1SCc1ccc(C)cc1,1504,1695
O=C(NC1CCN(C(=S)NCCc2ccccc2)CC1)C1CC1,1787,1822
Cc1nn(CCC#N)c2nc(C(F)(F)F)[nH]c(=O)c12,1381,1969
O=C(C1=NOC(CNc2ncc(C(F)(F)F)cc2Cl)C1)N1CCOCC1 (stereo unspecified),1507,1935
Cc1nn(-c2ccccc2)c(N)c1N=Nc1ccc2ccccc2c1,1653,1670
Cc1nnc(-c2ccc(Oc3ccc(Br)cc3)c([N+](=O)[O-])c2)o1,1514,1750
N#Cc1ccc(COC(=O)c2cc(=O)c3ccccc3o2)cc1,1636,1927
C=CCC(CC=C)(NC(=O)c1ccccc1C(=O)O)c1ccccc1,1541,1665
COc1cccc(-c2csc(/C(C#N)=C/Nc3cc4oc5ccccc5c4cc3OC)n2)c1,1597,1951
COc1ccc([N+](=O)[O-])cc1NC(=O)Cc1ccc(Cl)cc1,1492,1798
O=C(Nc1ccc(-c2nnc3n2CCCCC3)cc1)c1cc2ccccc2o1,1549,1777
CCn1cc([N+](=O)[O-])nc1C,1457,1936
O=C(c1noc2c1CCCC2)N1CCCCC1,1650,1665
CN(Cc1ccc2nonc2c1)Cc1nc(CC2CC2)no1,1345,1551
Cc1cc(NC(=O)CSc2nc3cc4c(cc3c(=O)n2CCc2ccccc2)OCO4)no1,1756,1733
COc1ccc(C(=O)N2CCN(C(=O)c3ccc(-c4ccccc4)cc3)CC2)cc1OC,1410,1609
Cc1ccc(-n2c(C)n[nH]c2=S)cc1,1577,1889
Cc1ccc(NC(=O)COC(=O)c2ccc([N+](=O)[O-])o2)cc1S(=O)(=O)N1CCCCC1,1530,1792
CCOC(=O)COc1ccc2c(C)cc(=O)oc2c1C(=O)c1ccccc1,1507,1965
O=C(Cn1nnc2ccccc2c1=O)N[C@@H](Cc1c[nH]c2ccccc12)C(=O)O,1596,1725
COc1ccc(NC(=S)c2ccccc2)cc1,1547,1807
CN1CCN(C(=S)C(=O)NCc2ccccc2)CC1,1646,1928
CCCCNC(=O)NNc1nc(Cl)cc(C)c1C#N,1581,1790
O=C(NC(NC(=S)Nc1ccccc1C(=O)O)C(Cl)(Cl)Cl)c1ccccc1 (stereo unspecified),1376,1661
CCn1c(SCC(=O)Nc2nc3ccc(OC)cc3s2)nc2c1c(=O)n(C)c(=O)n2C,1685,2174
COc1ccc(CCCc2n[nH]c(=S)o2)cc1C,1522,2125
CC1CCCN(c2ccc(C(=O)OCn3nnc4ccccc4c3=O)cc2[N+](=O)[O-])C1 (stereo unspecified),1791,2070
CNC(=O)c1cc2c(ccc3ccccc32)o1,1677,1871
CCCc1nn(C)c(C(=O)Nc2ccc(C)c(C)c2)c1Cl,1591,1695
Cc1ccc(NC(=O)COC(=O)c2ccnn2C)cc1,1583,1732
COc1ccc(N(CC(=O)NCc2ccccc2)C(=O)Cn2nnc(-c3ccccc3F)n2)cc1OC,1316,1869
Cc1nnc(NC(=O)C2CCCCC2)s1,1474,1769
NC12CC3CC(C1)CC(CO)(C3)O2,1560,1401
COc1ccc(CCNC(=O)c2csc3c2CCCC3)cc1OC,1520,1870
CCN1CCN(CCOc2cccc(Cl)c2Cl)CC1,1629,1517
COc1ccccc1NC(=O)/C(=C/c1cccc([N+](=O)[O-])c1)c1ccccc1,1536,1877
O=C(NCc1ccc(Cl)cc1)c1ccc2nc[nH]c2c1,1741,2039
COc1ccc(S(=O)(=O)NCCc2nnc3ccc(SCc4cccnc4)nn23)cc1,1431,1963
COC(=O)/C=C1\SC(=Nc2ccc(OC)cc2)NC1=O,1370,1720

# Additional records
SMILES,SRC3 TRFRET art,SRC1 TRFRET art
O=C(CCc1nnc(CCCCc2ccccc2)o1)N1CCC(N2CCCC2)CC1,1498,1708
CSc1nc2cc(Oc3cccc(Cl)c3Cl)c(Cl)cc2[nH]1,1737,1888
COc1ccc(-c2cc(C3CCN(Cc4ccc([N+](=O)[O-])cc4)CC3)[nH]n2)cc1,1665,1632
C=CCn1cc(C(=O)NCc2ccc3c(c2)OCO3)c(=O)c2cc(S(=O)(=O)N(CC)CC)ccc21,1631,1846
COCC(C)n1c(C)cc(C(=O)Cn2nc(C(=O)O)c3ccccc3c2=O)c1C (stereo unspecified),1452,1696
CC(C)CNC(=O)c1c(F)c(F)c(F)c(F)c1F,1626,1599
Cc1nc2ccc(NC(=O)c3nn(C(C)C)c(=O)c4ccccc34)cc2s1,1621,2015
[O-][n+]1cccc2c(Br)cc(Br)c(O)c21,1484,1757
Cn1ncc(Cl)c(Oc2ccc(Cl)cc2)c1=O,1356,1578
N#CC(C#N)=C1C=C2C=C(N3CCCCCC3)CCC2CC1 (stereo unspecified),1486,1683
Cc1cc(C(=S)N2CCOCC2)c(C)n1-c1ccc(Cl)cc1,1553,1568
COC(CNc1ncnc2c1cnn2C)OC,1545,1566
Nc1nc(SCC(=O)N2CCN(S(=O)(=O)c3ccc(Cl)cc3)CC2)n[nH]1,1528,1767
CCN(CC)c1ccc(/C=N/OCC(=O)N2CCCc3ccccc32)cc1,1673,1931
CC(CCc1ccccc1)NC(=O)COC(=O)c1cccc2ccccc12 (stereo unspecified),1453,1983
O=[N+]([O-])c1ccc(CSc2nnc(SCc3ccccc3)s2)cc1,1587,1772
Cc1ccc(-c2cc(-c3ccc(F)cc3)c(C#N)c(N)n2)o1,1694,1859
COc1ccccc1NS(=O)(=O)c1cccc(C(=O)N/N=C/c2ccc3c(c2)OCCO3)c1,1760,1742
COc1ccc(CC(=O)Nc2ccc3c(C)cc(=O)oc3c2)cc1OC,1534,1784
CCn1c2ccccc2c2cc(CN3CCN(S(=O)(=O)Cc4ccccc4)CC3)ccc21,1786,1727
COC(=O)c1cc(NS(=O)(=O)c2ccc(N3CCOCC3)c(N)c2)cc(C(=O)OC)c1,1499,1754
O=C(c1cccc(Oc2ccc([N+](=O)[O-])cc2Cl)c1)N1CCCCC1,1634,1952
CC(C)NC(=O)C1CCN(C2CCN(Cc3nc4ccccc4s3)CC2)CC1,1776,1945
CN(C)S(=O)(=O)c1cc(NC(=O)CN2C(=O)NC3(CCCc4ccccc43)C2=O)ccc1Cl (stereo unspecified),1700,1926
O=C(OCc1cccc([N+](=O)[O-])c1)c1ccncc1,1466,1669
Cc1ccc(C(=O)N/C(=C/c2cccnc2)C(=O)NCc2ccco2)cc1,1425,1546
O=C(O)CCCCCN1C(=O)C(O)=C(C(=O)/C=C/c2ccccc2)C1c1ccc2c(c1)OCO2 (stereo unspecified),1811,1612
COc1ccc(CNC(=O)COC(=O)c2ccc3c(c2)OCCO3)cc1,1574,1836
COCCn1c(=NC(=O)c2sc3ccccc3c2Cl)sc2cc(S(N)(=O)=O)ccc21,1950,1928
Cc1ccc(-c2csc(NC(=O)CCNC(=O)c3ccc(Cl)cc3)n2)cc1,1487,1817

# An excerpt from above in order of heavy-atom count, ascending:
SMILES,SRC3 TRFRET art,SRC1 TRFRET art
O=C(OCc1cccc([N+](=O)[O-])c1)c1ccncc1,1466,1669
Cc1ccc(-c2csc(NC(=O)CCNC(=O)c3ccc(Cl)cc3)n2)cc1,1487,1817
CC(C)NC(=O)C1CCN(C2CCN(Cc3nc4ccccc4s3)CC2)CC1,1776,1945
COC(=O)c1cc(NS(=O)(=O)c2ccc(N3CCOCC3)c(N)c2)cc(C(=O)OC)c1,1499,1754
CN(C)S(=O)(=O)c1cc(NC(=O)CN2C(=O)NC3(CCCc4ccccc43)C2=O)ccc1Cl (stereo unspecified),1700,1926

# Remaining list, next part.
SMILES,SRC3 TRFRET art,SRC1 TRFRET art
C=CCn1c(O)c(N=Nc2ccccc2C)c2ccccc21,1486,1747
CN1c2ccccc2Oc2nnc(N3CCN(Cc4ccccc4)CC3)cc21,1811,1680
OCCN(CCO)c1ccc(C(c2ccccc2Cl)c2ccc(N(CCO)CCO)cc2Cl)c(Cl)c1,1462,1935
Cc1ccc(/C=C2\SC(=S)N(/N=C/c3cc([N+](=O)[O-])ccc3O)C2=O)o1,1491,1655
CCOC(=O)C1(Cc2ccccc2C)CCCN(C(=O)c2ccccn2)C1 (stereo unspecified),1603,1744
Cc1cccc(NC(=S)N2CCN(C(=O)C3CCCO3)CC2)c1 (stereo unspecified),1624,1818
COc1ccccc1N1CCN(c2ncc(C(=O)N3CCN(c4cccc(Cl)c4)CC3)c3ccccc23)CC1,1458,1805
CCCOc1ccc(Cc2c(COCC)[nH]c(=S)[nH]c2=O)cc1,1832,1984
O=C1Nc2ccccc2N(O)N1c1ccc(S(=O)(=O)Nc2ccccn2)cc1,1609,1585
O=C(NN=C1CCC(c2ccccc2)CC1)c1ccccc1-n1cccc1 (stereo unspecified),1676,2021
CCCOCC1CC(CCc2nc(=S)[nH][nH]2)C(=O)O1 (stereo unspecified),1682,1865
Cc1nn(C)c(Oc2ccccc2)c1CCNC(=O)CC(C)C,1491,1810
O=C(c1cc2ccccc2oc1=O)N(Cc1cccs1)CC1CCCO1 (stereo unspecified),1652,1579
CC(C)NC(=O)NC(=O)COC(=O)c1cccc(S(=O)(=O)N2CCCCC2)c1,1659,1774
Nc1cccc2c1C(=O)N(C(=O)/C=C/c1ccc(F)cc1)C2=O,1530,2007
CC(C)(C)c1cc(C(F)(F)F)n2ncc(-c3ccccc3)c2n1,1470,1929
O=C(N/C(=C\c1ccccc1)C(=O)N1CCN(CCO)CC1)c1ccccc1,1601,1511
Cc1cccc2nc(-c3ccco3)c(Nc3ccccc3)n12,1585,1829
O=C(NNS(=O)(=O)c1ccc2ccccc2c1)c1cc(-c2ccccn2)nc2ccccc12,1657,2057
COc1ccc(OCCOc2ccc(C)nc2[N+](=O)[O-])cc1,1695,1861
O=C(O)c1cc(-c2cccs2)nn1-c1ccc(F)cc1,1503,1622
C/C(=N/OCc1ccc(Br)cc1)c1ccccn1,1548,1572
CC(=O)c1c(C)[nH]c(C(=O)CN2C(=O)NC(C)(c3ccc(C)cc3)C2=O)c1C (stereo unspecified),1365,1655
CCN(CC)c1ccc2cc(NC(=O)CCC(=O)O)c(=O)oc2c1,1684,1892
COc1ccc(C2(CNC(=O)C(=O)Nc3ccc(C)cc3)CCOCC2)cc1,1619,2042
Cc1ccc(NC(=O)c2ccc(C(C)(C)C)cc2)cc1[N+](=O)[O-],1569,1979
CC(=O)c1ccc(N2CCN(Cc3nc(Cc4ccccc4)no3)CC2)cc1,1772,1894
Cc1nn(C)cc1CN1CCCC(C(=O)c2ccc(-c3ccccc3)c(F)c2)C1 (stereo unspecified),1649,1927
Oc1c(/C=N/Nc2cccc3cccnc23)ccc2ccccc12,1550,1716
CN(C)CCN(C(=O)/C=C/c1cccs1)c1nc2ccc(F)cc2s1,1537,1943
N#C/C(=C\c1cn(CCOc2ccccc2)c2ccccc12)C(=O)NCc1cccs1,1561,1742
CNCC(C)COc1ccccc1OCc1ccccc1 (stereo unspecified),1400,1659
c1ccc(Cc2cc[n+](Cc3ccccc3)cc2)cc1,1716,2072

# In the list so far, these contain bromine.
SMILES,SRC3 TRFRET art,SRC1 TRFRET art
COC(=O)CCCC(=O)Nc1ccc(Br)cc1,1549,1732
O=C(O)Cn1c(CCS(=O)(=O)c2ccc(Br)cc2)nc2ccccc21,1381,1978
Cc1nnc(-c2ccc(Oc3ccc(Br)cc3)c([N+](=O)[O-])c2)o1,1514,1750
[O-][n+]1cccc2c(Br)cc(Br)c(O)c21,1484,1757
C/C(=N/OCc1ccc(Br)cc1)c1ccccn1,1548,1572

# A portion of the library; the hit share may differ from the screen's.
